Assay outcomes: PubChem, several laboratories
AddAB inh – less growth of phage-infected E. coli with AddAB. inhibition, % at 11.9 µM. 0.29% of 330,000 active. E. coli expressing H. pylori AddAB, absorbance growth. AID 435030; in the data active means inhibition above about 12%;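 further: 0% = vehicle wells of infected cells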
Ecoli viability – reduces bacterial viability in AddAB counter-screen. inhibition, % at 11.9 µM. 0.27% of 330,000 active. E. coli V3065 growth, OD600 absorbance, 18 h;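 active means inhibition above the campaign's mean inhibition across all tested compounds plus 3 SD, cut at about 9.9% in these data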;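 further: uninfected addAB+ strain grown without phage in ampicillin broth; 0% = DMSO wells and 100% = ciprofloxacin 0.95 µg/ml wells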
PKA-R2B activ – PKA-R2B complex activation. 0.079% of 340,000 active. PKA-R2B holoenzyme dissociation, Cy5-IP20 fluorescence polarization; R2B truncated from residue 108, S112A mutant; 0% DMSO only, 100% 113 µM cGMP. activation, % at 11.4 µM. P22694+P31323. AID 504700;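 active means activation above a cutoff set at the mean over all compounds plus 3 SD, cut at about 18% in these data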;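 further: higher means more holoenzyme dissociation and a rise in polarization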
OPRM1-OPRD1 inv – inverse agonists of human mu-delta opioid receptor heterodimerization | P35372+P41143 | cell-based MOR-DOR heterodimer luminescence, inverse agonism | inhibition, % at 9.3 µM | 0.21% of 340,000 active | AID 504357; in the data active means inhibition above about 22%, passing the limit was not always enough;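 further: 0% = cells with DMSO and 100% = wells without cells with DMSO; values of inactives mirror those of a sister screen read the other way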
Target sequence (P35372 whole entry, looked up): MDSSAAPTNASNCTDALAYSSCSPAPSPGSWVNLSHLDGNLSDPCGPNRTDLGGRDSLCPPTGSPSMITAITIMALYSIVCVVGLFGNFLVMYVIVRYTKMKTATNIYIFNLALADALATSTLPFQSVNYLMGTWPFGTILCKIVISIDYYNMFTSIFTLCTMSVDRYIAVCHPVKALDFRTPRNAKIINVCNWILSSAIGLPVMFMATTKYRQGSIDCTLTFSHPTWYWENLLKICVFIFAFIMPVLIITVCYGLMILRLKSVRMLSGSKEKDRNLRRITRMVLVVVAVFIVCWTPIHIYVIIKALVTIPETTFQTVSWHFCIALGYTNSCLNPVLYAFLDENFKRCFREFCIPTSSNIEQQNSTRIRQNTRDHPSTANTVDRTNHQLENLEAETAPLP
Target sequence (P41143 whole entry, looked up): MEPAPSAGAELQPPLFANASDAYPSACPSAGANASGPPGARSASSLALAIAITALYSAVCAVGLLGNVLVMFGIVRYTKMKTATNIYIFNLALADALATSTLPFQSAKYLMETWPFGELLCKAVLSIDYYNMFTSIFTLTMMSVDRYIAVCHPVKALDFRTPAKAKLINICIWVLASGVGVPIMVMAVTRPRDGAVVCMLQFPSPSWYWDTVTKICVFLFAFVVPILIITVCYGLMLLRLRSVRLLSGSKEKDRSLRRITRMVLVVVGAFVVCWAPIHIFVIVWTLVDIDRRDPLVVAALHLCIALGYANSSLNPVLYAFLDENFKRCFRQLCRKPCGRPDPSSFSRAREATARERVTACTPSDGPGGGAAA
Tat transport – blocks Tat-dependent protein export in E. coli; E. coli MC4100 TorA-mCherry Tat export, fluorescence; inhibition, % at 10 µM; 0.036% of 340,000 active; AID 488895;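 active means mean replicate inhibition at least 50% and at least half of replicates individually reaching 50%; inconclusive means only one of the two criteria met; inactive means neither criterion met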;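 further: exported cargo escapes ClpAP degradation while cytoplasmic cargo is degraded and loses fluorescence; 0% = median of neutral control wells and 100% = median of NaSCN control wells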
phage Ecoli inh – E. coli growth loss with phage present | growth absorbance | inhibition, % at 11.9 µM | 0.26% of 360,000 active | AID 651602; in the data active means inhibition above about 11%
PKA-R1A activ – PKA-R1A complex activation; P00514+P68181; PKA-R1A dissociation, Cy5-IP20 fluorescence polarization; scaled: DMSO 0%, 113 µM cGMP 100%; activation, % at 11.4 µM; 0.083% of 340,000 active; AID 504707;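 active means percent activation above the mean of all tested compounds plus 3 SD, cut at about 19% in these data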;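 further: higher means more PKAc released from R1A so a rise in polarization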
PfHsp90 set2 – inhibits growth of yeast expressing Plasmodium falciparum Hsp90. S. cerevisiae expressing PfHsp90, BacTiter-Glo ATP, 48 h; yeast lacking PDR1 and PDR3 efflux regulators. inhibition, % at 9.4 µM. 0.32% of 310,000 active;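 active means every replicate shows inhibition above about 80%, whatever the replicate mean, limit read from the data; inconclusive means mean inhibition reaches the set limit but some replicate falls short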;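 further: 0% = DMSO neutral controls and 100% = 20 µM radicicol positive controls; yeast relying on Plasmodium falciparum Hsp90 in place of its own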
HTR5A inv ctr – counter-screen for OPRM1-OPRD1 inverse agonists: human HTR5A inverse agonism | P47898 | HTR5A cell line, luminescence | inhibition, % at 9.3 µM | 0.083% of 340,000 active; in the data active means inhibition mostly above about 23%, no sharp cut-off; inactive means mostly below about 18%;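 further: 0% = cells with DMSO and 100% = no-cell wells with DMSO; some compounds called inactive have numbers as strong as hits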
SUMO Mot1 rescue – inhibitors of SUMOylation pathway: yeast Mot1-301 growth rescue; S. cerevisiae Mot1-301 growth rescue, ATP luminescence, 38.5C; percent above DMSO median, 100 means doubled; 1% of 320,000 active; AID 2716; growth rescue, % at 18.8 µM;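 active means every valid replicate shows activation above 250% relative to neutral control wells; inactive means the rest, any valid replicate at or below 250%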;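 further: OY570 slx delta 5 strain wells were the positive control but not used for scaling; some compounds called inactive have numbers as strong as hits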
MOR-DOR ag – OPRM1-OPRD1 heterodimerization agonism | P35372+P41143 | cells, luminescence | activation, % at 9.3 µM | 0.3% of 340,000 active | AID 504326; in the data active means activation above about 18%;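 further: 0% = vehicle-treated cells and 100% = reference agonist; values of inactives mirror those of a sister screen read the other way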
Starred values were filed as active, the others as inactive; ? = inconclusive; · = not tested or not shown; + = active, no number. Not all compounds are listed; rates above refer to the full screens.

Each structure is followed by: PKA-R2B activ	PfHsp90 set2	PKA-R1A activ	Ecoli viability	AddAB inh	Tat transport	OPRM1-OPRD1 inv	MOR-DOR ag	phage Ecoli inh	SUMO Mot1 rescue	HTR5A inv ctr
CCOC(=O)C(O)(c1ccc(N=Cc2ccccc2O)c(C)c1)C(F)(F)F (stereo unspecified)
  -2	2	-12	-2.0	-0.8	-1	19	-3.0	4.0	-16	12
CCC(=NCCCN1CCOCC1)c1c(O)n(-c2ccccc2C)c(=O)[nH]c1=O
  5	12	-16	0.2	-10	9	12	-2.5	-1.3	5	14
Oc1ccc(CC2CC3CCN2CC3)cc1O (stereo unspecified)
  -6	-17	-1	-1.7	1.6	-9	11	-2.5	-0.6	5	13
Cn1cc(C(=O)OCC(=O)NC2CCCC2)c2ccccc21
  6	11	3	-2.3	-1.1	1	5	-1.3	1.6	11	10
COc1ccc(/C=N\N=C(N)N)cc1
  1	-22	8	-2.9	1.4	5	15	-3.1	3.4	2	-13
CC(=O)Nc1nc(CCl)cs1
  -5	-16	-2	·	·	0	4	-0.7	3.6	·	4
CO[C@H]1CC=C2CCN3CCC4=C(CC(=O)OC4)[C@]23C1
  -2	14	-2	-1.8	-3.3	-2	8	-1.5	3.8	194	0
CCCNC(=O)N1CCC2(CC1)OCCO2
  -16	20	5	-0.4	0.7	5	19	-3.8	3.9	10	5
Cn1c(O)c(Cc2ccc(OCc3ccccc3)cc2)c(=O)n(C)c1=O
  -3	-11	5	-1.2	0.5	-4	9	-1.9	-1.3	-7	2
COC1C(OC(=O)c2ccc(C)[nH]2)C(O)C(Oc2ccc3c(O)c(NC(=O)c4ccc(O)c(CC=C(C)C)c4)c(=O)oc3c2Cl)OC1(C)C (stereo unspecified)
  3	-27	3	-1.3	3.4	-24	-14	2.8	8.5	5	22
COC(=O)C1=C(c2ccc(OC)c(OC)c2)C[C@@H]2CC[C@H]1N2C(=O)NC1CC1
  -5	2	8	1.6	2.8	0	-3	0.5	0.9	0	-27
CN(C(=O)Oc1cccc2ccccc12)C1C=CCC1 (stereo unspecified)
  -4	-21	3	·	·	-6	-48	11	2.2	·	-12
O=C1OC(c2ccc([N+](=O)[O-])cc2)=N/C1=C/N1CC2CC(C1)c1cccc(=O)n1C2 (stereo unspecified)
  -4	-6	1	-2.2	-1.6	-4	4	-0.8	0.5	7	-3
CC1CCN(CCc2nc3ccccc3[nH]2)CC1
  -12	-14	-2	-1.8	-2.5	3	11	-2.2	0.5	-19	-8
O=C(C[N+]12CCC(CC1)C(OC(=O)c1ccccc1)C2)c1ccc([N+](=O)[O-])cc1 (stereo unspecified)
  -3	-4	-15	0.0	1.2	8	-3	0.7	1.9	-6	-20
CCCCCCn1c(O)c(C=NC2CCN(Cc3ccccc3)CC2)c(=O)[nH]c1=O
  -3	-12	-8	1.2	0.0	-2	3	-0.6	0.8	-14	-9
CN1CCc2nc(SCc3cccc(Br)c3)c(C#N)cc2C1
  0	17	-10	-2.6	-1.6	4	4	-0.7	1.4	-11	0
CCOP(=O)(OCC)C(NC(=O)c1ccc(C)cc1)=C(Cl)Cl
  6	-12	2	0.0	0.0	4	20	-4.4	4.6	13	-10
O=c1[nH]c(=S)n(-c2ccccc2F)c(O)c1C=Nc1ccc(N2CCOCC2)cc1
  -2	4	-1	-1.5	-0.3	-2	-15	2.1	2.2	+	22
COC(=O)Nc1nc2ccccc2[nH]1
  -7	10	10	·	·	-6	16	-3.6	0.8	·	-8
COC(=O)C1=C(c2cccc(C#N)c2)C[C@@H]2CC[C@H]1N2C(=O)NC1Cc2ccccc2C1
  -16	0	3	0.4	2.0	11	4	-0.7	1.5	-7	-24
OC(CNCc1ccccc1)c1ccc(Cl)cc1 (stereo unspecified)
  7	-19	4	·	·	-6	-2	0.4	3.5	·	-10
CC12CCCCC1=[N+]([O-])CN2O (stereo unspecified)
  -10	·	-12	-2.2	-2.3	-4	12	-2.2	1.6	-20	-17
COC(=O)C1=C(c2ccc(F)cc2OCc2ccccc2)C[C@@H]2CC[C@H]1N2C(=O)NC(C)C
  -7	-35	2	-2.5	0.4	-10	12	-2.1	0.8	18	16
Fc1ccc(CNCCc2ccccc2F)cc1
  -7	-11	-1	-0.9	1.3	-1	-2	0.3	5.2	3	32
Cc1ccc(N2C(=O)/C(=C/N3CCN(C(=O)c4ccco4)CC3)C(=O)NC2=S)cc1C
  0	-1	-1	-1.0	-2.9	0	5	-0.9	1.1	6	-36
Cn1c(O)c(C=Nc2ccccc2Sc2ccccc2)c(=O)n(C)c1=O
  -15	-21	-3	0.4	3.3	11	5	-1.0	2.3	241	-16
COC(=O)CCCC(NC(=S)N1CC2C[C@@H](C1)Cn1c2cccc1=O)C(=O)OC (stereo partly specified)
  2	13	6	0.7	-0.6	0	21	-4.7	0.9	29	-2
C=CCn1c(O)c(C(C)=NCc2ccc3c(c2)OCO3)c(=O)[nH]c1=O
  4	-4	7	-2.5	-0.4	-3	20	-4.0	-0.1	11	4
C[C@]12CCC3C(CC[C@H]4C[C@H](O)CC[C@]34C)C1C[C@H](O)[C@@H]2O (stereo partly specified)
  -3	14	8	-1.5	-0.6	-3	-5	1.0	0.9	-2	7
O=C1CC(N2CC=C(c3ccc(F)cc3)CC2)C(=O)N1c1ccc(F)cc1 (stereo unspecified)
  -8	-10	5	-2.3	0.7	-3	1	-0.2	1.0	444	-20
CSc1ccc(C(c2c(O)c3ccccc3oc2=O)c2c(C)n(C)n(-c3ccccc3)c2=O)cc1 (stereo unspecified)
  5	-19	-22	-0.9	1.1	-2	11	-2.0	2.8	·	-20
O=c1[nH]c(O)c(N=Nc2cc([N+](=O)[O-])ccc2O)c(=O)[nH]1
  7	24	-5	-4.5	-1.6	-2	29	-5.8	-0.5	649*	28*
COC(=O)C1=C(c2cc3ccccc3o2)C[C@@H]2CC[C@H]1N2C(=O)NCCCOC(C)C
  -4	2	-1	-1.0	1.4	11	3	-0.6	2.0	18	-6
NCC(O)c1cc(O)c(O)cc1F (stereo unspecified)
  -11	0	2	-2.1	-1.1	2	-4	0.8	0.1	4	6
Oc1cc(O)cc(/C=C/c2ccc(O)cc2O)c1
  11	?	7	1.1	-0.1	2	4	-0.7	·	-37	17
Clc1ccc(CN2CCNCC2)cc1
  3	7	1	-2.9	0.2	-5	21	-4.5	3.1	-17	-8
Cc1cc(C(=O)OCC(=O)Nc2c(F)cccc2F)c(C)n1C1CC1
  -6	-15	-9	·	·	-5	11	-2.1	0.5	·	2
COc1ccc(N2C(=O)C(=O)N(c3ccc(OC)cc3)P2(=O)N(CCCl)CCCl)cc1
  -5	-2	-11	·	·	-1	16	-3.2	1.9	·	-7
COc1ccccc1N1C(=O)NC(=O)/C(=C/c2ccc3c4c(cccc24)CC3)C1=O
  -7	-4	-7	1.0	3.0	-15	-16	2.9	1.5	-5	-11
C=CCn1c(O)c(C(C)=NCCN2CCOCC2)c(=O)[nH]c1=O
  1	·	15	-2.2	-0.7	7	9	-2.0	0.6	22	0
CCOP(=O)(OCC)C(O)c1cccnc1 (stereo unspecified)
  -6	2	-8	0.3	0.8	8	14	-2.8	-1.9	1	-12
C[C@]12CCC(=O)C=C1CCC1C2CC[C@@]2(C)C1CC[C@]2(C)O (stereo partly specified)
  1	32	-1	2.6	-0.9	0	1	-0.1	1.4	-14	20
Cn1c(=O)c2c(nc(-c3ccc(N(CCCl)CCCl)cc3)n2C)n(C)c1=O
  0	-5	-4	·	·	10	17	-3.4	0.6	·	16
O=S(=O)(c1ccc(Cl)cc1)N1CCCC1c1cccnc1 (stereo unspecified)
  0	7	3	0.3	0.9	-1	11	-2.1	2.1	17	1
CCN1CCN(c2cc(N3CCCC3)c(F)cc2[N+](=O)[O-])CC1
  -3	-36	-4	-0.3	1.2	25	12	-2.3	3.6	-5	-32
Cn1c(O)c(C(=NCCN2CCCCC2)c2ccccc2Cl)c(=O)n(C)c1=O
  -4	·	4	2.2	3.7	1	17	-3.2	2.2	50	-6
CNC(=O)N(C)c1nnc(C(C)(C)C)s1
  1	33	10	1.2	0.3	0	0	-0.1	2.8	8	-2
CCOC(=O)C1(c2ccccc2)CCN(CC(O)c2ccc(NC(C)=O)cc2)CC1 (stereo unspecified)
  -5	-7	-19	·	·	-4	-16	3.3	2.1	·	19
CCCCOCCCn1c(N)c(C(=O)OCCOC)c2nc3ccccc3nc21
  -14	-20	-7	0.5	2.2	-7	33*	-7.2	0.7	0	-2
COc1ccc(C(=O)NC(=S)N2C[C@H]3C[C@H](C2)c2cccc(=O)n2C3)cc1OC
  -5	9	1	-1.3	4.5	5	10	-1.9	2.8	2	13
O=C(CN1CCCCC1)NCC(=O)Nc1ccc(Br)cc1C(=O)c1ccccc1
  -2	-2	-9	1.6	2.5	-2	-9	1.5	2.9	·	6
CN1c2ccc([N+](=O)[O-])cc2CC2(C(=O)NC(=O)N(c3ccc(Br)cc3)C2=O)C1c1ccccc1 (stereo unspecified)
  3	-38	-1	2.0	1.1	-2	-32	6.5	2.0	1	6
O=C(c1ccc2c(=O)n(Cc3ccc4c(c3)OCO4)c(=S)[nH]c2c1)N1CCC2(CC1)OCCO2
  -3	3	-4	-2.7	-0.9	-9	20	-3.8	·	-24	8
Cc1ccc(-c2cc(-c3ccccc3)cc(-c3ccccc3)[n+]2-c2ccc(C(=O)O)cc2)cc1
  -7	26	-4	-2.8	2.9	-7	6	-1.1	4.1	-4	-22
Nc1ncnc2c1ccn2[C@@H]1O[C@H](CO)[C@@H](O)[C@H]1O
  -3	0	-11	2.3	7.2	-10	-46	8.3	8.4	19	-50
CCCC(C)n1[nH]c(=O)c2c1NC(=O)CSC2c1ccccc1 (stereo unspecified)
  -2	4	-7	-1.3	5.3	-4	23	-4.5	1.2	-1	-7
COc1ccc(C(=O)C(Cc2ccccc2)N(C)C)cc1 (stereo unspecified)
  8	1	-2	0.7	0.3	1	16	-2.9	0.4	2	9
OC(c1ccc(F)cc1)C(c1ccccc1)N1CCOCC1 (stereo unspecified)
  -5	-9	-13	-0.6	1.1	-8	2	-0.4	1.1	-4	-9
CN1CCN(c2ccc([N+](=O)[O-])c(NCc3ccco3)c2)CC1
  0	-2	6	0.3	1.1	4	8	-1.5	4.2	5	6
CCOP(=O)(OCC)C(O)c1ccc(OC)cc1 (stereo unspecified)
  ·	25	·	-0.3	0.2	-7	·	·	0.4	6	·
COc1ccc(CCN)cc1OC
  1	12	3	0.0	6.0	10	13	-2.5	0.7	-4	25
COc1cccc(OP(=O)(Nc2ccccc2)Oc2cccc(OC)c2)c1
  2	-7	-11	-1.3	1.5	14	-14	3.0	·	-8	-18
